Compound activity (PubChem)
GPR55 activation – GPR55 agonists via beta-arrestin recruitment, primary screen, imaging, U2OS cells, beta-arrestin-GFP redistribution (AID 1961). U2OS GPR55 beta-arrestin-GFP redistribution imaging; higher % means a stronger effect. one-dose activation, % at 10 µM; EC50 in µM for titrated hits. hit rate 0.048% among 290,000;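 active means activation above 40% with more than 50 cells counted in the well; inconclusive means wells holding fewer than 50 cells, flagged as toxic or sparse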;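 further: U2OS osteosarcoma cells stably expressing GPR55 and beta-arrestin-GFP; plate controls were DMSO negative control for no effect and LPI positive control for full effect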
West Nile virus CPE – West Nile virus antiviral activity, cell-based, CPE readout (AID 1621). hit rate 0.02% among 290,000. West Nile virus-infected cells, CPE inhibition; higher % means a stronger effect. CPE inhibition, % at 10 µM, or IC50 in µM where a hit was titrated; in the data active means a potency from the dose series; inconclusive means CPE inhibition mostly from about 3.7% at the one dose, without a potency; inactive means the rest, 99 in 100 with CPE inhibition below about 2.2%; further: strong numbers were not always called active
GPR35 arrestin U2OS – GPR35 antagonists blocking zaprinast-driven arrestin recruitment, primary screen, imaging, U2OS, beta-arrestin-GFP, zaprinast agonist (AID 2058); U2OS GPR35 beta-arrestin-GFP translocation imaging, zaprinast antagonism; higher % means a stronger effect; inhibition, % at 10 µM, or IC50 in µM where a hit was titrated; hit rate 0.052% among 290,000;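 active means inhibition of at least 50% with at least 30 cells and total cytoplasm GFP at most 10,000,000; inconclusive means under 30 cells or total GFP of 10,000,000 plus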
KOR beta-arrestin-1 – KOR agonists, beta-arrestin recruitment, primary screen, cell-based, luminescence, uHTS (AID 1777) | KOR beta-arrestin recruitment, luminescence; higher % means a stronger effect | activation, % at 10 µM, or EC50 in µM where a hit was titrated | hit rate 0.02% among 280,000; in the data active means activation above about 50%, passing the limit was not always enough; further: a part of the inactive calls stands beside numbers as strong as those of hits
PhoP inhibition – inhibitors of PhoP regulon expression, primary screen, Salmonella Typhimurium, GFP reporter (AID 1863); S. Typhimurium PhoP-regulated promoter GFP reporter, 4 h; higher % means a stronger effect; inhibition, % at 50 µM, or IC50 in µM where a hit was titrated; hit rate 0.16% among 300,000;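 active means inhibition over 29.93%, a cutoff 3 SD above the screen mean, later confirmed by dose response; inconclusive means inhibition over 29.93% but no dose response follow-up; inactive means inhibition at most 29.93% or unconfirmed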;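 further: 0% = low Mg2+ inducing control and 100% = high Mg2+ repressing control; strong numbers were not always called active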
NTR1 ag – agonists of NTR1, primary screen, imaging, U2OS cells, beta-arrestin-GFP, high content (AID 493036); P30989; NTR1-U2OS beta-arrestin-GFP spot imaging, agonist mode; hit rate 0.17% among 330,000; activation, % at 20 µM;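 active means activation at or above 40% of the spot to cytoplasm intensity ratio, with at least 20 cells analyzed; inconclusive means wells under 20 cells, flagged as cytotoxic or low count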;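 further: 0% = DMSO without peptide and 100% = 100 nM NTR1 peptide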
Target sequence (P30989 whole entry, looked up): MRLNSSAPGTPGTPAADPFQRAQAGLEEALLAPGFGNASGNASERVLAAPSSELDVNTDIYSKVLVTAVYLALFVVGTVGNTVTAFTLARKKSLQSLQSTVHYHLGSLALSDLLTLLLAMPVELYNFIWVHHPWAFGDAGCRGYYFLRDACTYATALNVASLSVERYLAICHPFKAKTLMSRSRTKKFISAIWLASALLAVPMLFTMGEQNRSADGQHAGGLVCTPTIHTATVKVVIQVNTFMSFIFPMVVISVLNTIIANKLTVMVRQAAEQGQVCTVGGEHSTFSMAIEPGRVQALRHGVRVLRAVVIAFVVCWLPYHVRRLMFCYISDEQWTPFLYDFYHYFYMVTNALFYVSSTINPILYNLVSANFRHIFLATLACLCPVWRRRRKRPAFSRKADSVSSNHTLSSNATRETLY
GPR55 LPI antagonism – inhibition of LPI-stimulated GPR55 beta-arrestin translocation – imaging, U2OS, beta-arrestin-GFP, LPI agonist, primary screen (AID 2013); hit rate 0.13% among 290,000; inhibition, % at 10 µM; hits with a dose series show IC50 in µM; U2OS GPR55 beta-arrestin-GFP translocation imaging, LPI antagonism; higher % means a stronger effect;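 active means spots per cell inhibited over 60%, with over 100 cells counted and total cytoplasm intensity under 500,000; inconclusive means wells with under 100 cells, flagged as likely toxic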;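 further: U2OS cells stably carrying GPR55 and arrestin-GFP stimulated by 5 µM LPI near EC80; imaged beta-arrestin-GFP aggregate spots per cell after agonist stimulation; plate controls were LPI-stimulated DMSO wells for no effect and DMSO wells without LPI for full effect; some results filed as inactive read as strong as hits; confirmed hits need IC50 under 10 µM and bright autofluorescent wells are also inconclusive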
T cell HTS – T cell immune modulators affecting CD8 T cell-vesicle binding. 2C CD8+ T cell-vesicle binding, flow cytometry; active compounds read low. calls only at 7 µM. hit rate 0.068% among 330,000. AID 2052;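 active means response, share of CD8 T cells binding vesicles, and their 90th percentile fluorescence all below set limits, cut at about 80% in these data, passing the limit was not always enough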
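Incubation: binding step 1.5 h, 37 °C, antibody labelling 20 min, ice; system: murine 2C transgenic CD8+ T lymphocytes; technique: cytometric PE anti-B7-1 and Alexa647 anti-CD8 signals after 1% paraformaldehyde fixation; also added: QL9-charged Drosophila Ld/ICAM-1/B7-1 vesicles; control set: naked versus QL9-loaded vesicles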
KOR beta-arrestin-2 – kappa opioid receptor blockers – cell-based, luminescence, uHTS (AID 1778); KOR beta-arrestin recruitment, luminescence, antagonist mode; higher % means a stronger effect; inhibition, % at 10 µM, or IC50 in µM where a hit was titrated; hit rate 0.091% among 290,000; in the data active means inhibition above about 50%; further: strong numbers were not always called active
T cell HTS vesicle-bound % – further read-out of T cell HTS, marked with its call; double positive events, %; measured here: CD8+ vesicle-bound cell fraction;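 binding gate set so that unloaded-vesicle control wells show 10% double positive cells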
NTR1 ag cell count 20 µM – also measured in NTR1 ag; calls as there; cell count; measured here: cell count, cytotoxicity flag
* marks the source's active call; other numbers are inactive results; i = inactive; ? = inconclusive; . = not tested or not shown; [ ] = another dose, or the depositor's remark.

SMILES	GPR55 activation	West Nile virus CPE	GPR35 arrestin U2OS	KOR beta-arrestin-1	PhoP inhibition	NTR1 ag	NTR1 ag cell count 20 µM	GPR55 LPI antagonism	T cell HTS	T cell HTS vesicle-bound %	KOR beta-arrestin-2
CCOC(=O)c1ccccc1NC(=O)CSc1nc(N)cc(=O)[nH]1	0.3%	0.1%	3%	-1.2%	-9%	1.9	58	1%	i	33	-4%
O=C(C1=C[C@H](C2CC2)C[C@H](OCCCCO)O1)N1CCN(Cc2ccccc2)CC1	-0.2%	-1.1%	1%	.	-7%	0.9	54	10%	i	44	3%
Cc1cc(C)cc(CN2CCC(Oc3ccc(C(=O)N4CCCC4)cc3)CC2)c1	-0.2%	-0.3%	8%	2.8%	.	0.8	52	16%	.	.	-13%
CCC(=O)NCCc1cc2ccc(C)c(C)c2[nH]c1=O	-0.1%	0.1%	1%	0.7%	6%	-2.0	50	11%	i	42	6%
Cc1ccc(C(=O)OCC(=O)NC(=O)c2cccn2C)cc1[N+](=O)[O-]	0.6%	0.3%	5%	3.0%	-13%	2.2	75	8%	i	52	1%
COc1ccccc1C(CC(=O)O)c1ccc2c(c1)OCO2 (stereo unspecified)	-0.2%	-0.5%	-8%	1.1%	1%	0.5	71	11%	i	54	15%
O=C(/C=C/c1ccc2c(c1)OCO2)NCCSCc1ccc(Cl)cc1	0.2%	0.0%	-9%	-1.9%	-1%	1.4	48	-6%	i	43	11%
CCc1ccc(-c2csc(NC(=O)C3CCCO3)c2C(=O)OC(C)C)cc1 (stereo unspecified)	0.8%	-0.8%	36%	3.0%	3%	12	69	8%	i	39	-18%
CN(c1ccccc1)S(=O)(=O)c1ccc(C(=O)N2CCc3ccccc3C2)cc1	0.2%	-1.4%	-5%	-1.1%	-11%	1.5	71	-10%	i	22	-7%
O=C(Nc1ccon1)Nc1cccc(Cl)c1Cl	-0.2%	-0.2%	-4%	-1.4%	0%	2.5	59	2%	i	0	-9%
CCN1CCN(c2cc3nc(C)n(Cc4ccccc4)c(=O)c3cc2NC(=O)c2ccccc2F)CC1	-0.1%	-1.5%	5%	0.1%	8%	-0.2	45	12%	i	40	-21%[20 µM]
Cc1nc(-c2ccc(C(=O)O)cc2)cs1	-0.2%	-0.1%	12%	-0.8%	-15%	0.6	82	-6%	i	22	-19%
Cc1ccc(O)c(Sc2cc(C)ccc2O)c1	2.6%	0.3%	10%	0.7%	13%	6.3	57	6%	i	57	17%
CC/C(C)=N/NC(=S)NCc1ccco1	0.8%	0.9%	-10%	-2.8%	-9%	-0.6	41	7%	i	41	-4%
CCN(Cc1nc(-c2ccc(OC)c(OC)c2)no1)C(=O)c1ccoc1C	0.0%	-0.5%	7%	-2.7%	0%	-0.2	63	12%	i	31	-1%
O=C(COc1ccc([N+](=O)[O-])cc1)Nc1ccc(C(=O)NCc2cccnc2)cc1	-0.2%	1.8%	11%	-0.4%	10%	2.3	85	0%	i	47	-33%
COc1cc(NC(C)=O)ccc1NC(=O)c1cc2ccccc2o1	1.1%	0.0%	11%	-5.8%	1%	0.7	61	19%	i	66	-20%[20 µM]
COc1ccccc1N1CCN(C(=S)NC(=O)/C=C/c2ccccc2)CC1	0.4%	-0.3%	-2%	2.9%	1%	0.9	59	5%	i	21	3%
CC(OC(=O)c1cc2sccc2n1C)C(=O)NCc1ccco1 (stereo unspecified)	-0.3%	-1.0%	-5%	7.3%	0%	1.2	63	1%	.	.	-1%
O=C(NC(=S)Nc1nc(-c2ccccc2)cs1)c1cccs1	-0.3%	-1.2%	16%	3.1%	-7%	11	77	-13%	i	5	6%
COc1cc2nc(CC(C)C)n(NC(=O)c3ccccc3Br)c(=O)c2cc1OC	0.0%	0.3%	-11%	1.3%	-1%	-1.0	59	-16%	i	53	-2%
COc1cccc2cc(C(=O)Nc3cc(C)cc(C)c3)/c(=N/NS(=O)(=O)c3ccccc3)oc12	-0.1%	0.0%	12%	-5.1%	-10%	1.1	62	12%	i	31	-62%
O=C(CSc1nc(-c2ccco2)cc(C(F)(F)F)n1)N1CCN(c2cccc(Cl)c2)CC1	-0.2%	-0.5%	18%	-2.3%	4%	0.6	49	19%	i	18	-5%
O=C(CSc1nnc(-c2ccccn2)o1)Nc1cccc(Cl)c1	0.5%	-0.2%	-6%	-1.9%	-4%	-0.8	53	2%	i	18	10%
Cc1nc(C)c(-c2nnc(-c3cccc(S(=O)(=O)N(C)C)c3)o2)cc1C(=O)NN	1.8%	-0.1%	9%	-3.7%	0%	0.7	82	3%	i	61	-18%

(further entries)
SMILES	GPR55 activation	West Nile virus CPE	GPR35 arrestin U2OS	KOR beta-arrestin-1	PhoP inhibition	NTR1 ag	NTR1 ag cell count 20 µM	GPR55 LPI antagonism	T cell HTS	T cell HTS vesicle-bound %	KOR beta-arrestin-2
O=C(CSc1nc2c(c(=O)[nH]1)CN(Cc1ccc(F)cc1)CC2)Nc1ccc(F)cc1	0.6%	-0.6%	1%	3.5%	4%	-1.1	60	-4%	i	53	13%
C=C(C)c1cccc(C(C)(C)NC(=O)Nc2ccc(OC)cc2)c1	0.2%	0.1%	-10%	-2.7%	-9%	-1.6	91	7%	i	31	16%
CCCCC(=O)NC(N1CCCCC1)C(Cl)(Cl)Cl (stereo unspecified)	-0.3%	-0.1%	3%	3.7%	9%	-1.8	52	12%	i	29	15%
COc1nc2c(C)cccc2cc1-c1noc(-c2ccco2)n1	-0.1%	0.3%	9%	-1.4%	1%	4.0	54	1%	i	37	12%
O=S(=O)(Nc1ccccc1O)c1ccc(-c2ccccc2)cc1	-0.2%	-0.5%	-6%	-0.3%	4%	4.6	55	16%	i	15	0%
O=C(NC1CCCN(CCc2ccccc2)C1)C1CCCC1 (stereo unspecified)	0.2%	0.1%	-4%	4.7%	-4%	0.1	45	-3%	i	58	3%
COc1ccc(C(=O)CSc2nnc(-c3ccco3)o2)cc1	-0.1%	-1.1%	6%	.	4%	0.9	23	4%	i	49	-7%[20 µM]
CCN(CC)CCP(=O)(c1ccccc1)c1ccccc1	-0.1%	-0.2%	16%	3.5%	18%	-0.2	50	5%	.	.	9%
O=C(Cc1cccc(C(F)(F)F)c1)OCN1C(=O)c2ccccc2C1=O	0.4%	-0.1%	0%	-3.0%	3%	0.9	34	6%	i	8	-7%
N#Cc1c(/N=C/c2cc3ccccc3s2)sc2c1CCC2	-0.4%	0.2%	-8%	-6.2%	-4%	-0.6	102	1%	i	18	-5%
CCCc1cc(=O)oc2cc(O[C@@H]3O[C@H](CO)[C@@H](O)[C@H](O)[C@H]3O)ccc12	0.4%	-0.3%	10%	-6.7%	1%	-1.0	52	-6%	i	12	-3%
CCN(Cc1ccccc1)C(c1ccc(Cl)cc1)c1nnnn1C(C)(C)C (stereo unspecified)	-0.1%	-0.2%	-4%	-3.4%	14%	2.4	37	17%	i	32	36%
C=CCn1c(=NC(=O)c2ccc(S(=O)(=O)N3CCCc4ccccc43)cc2)sc2cc(S(N)(=O)=O)ccc21	-0.4%	1.0%	-12%	2.1%	-6%	7.6	55	15%	i	50	24%
Cc1ccc(C(=O)N2CCC(C)CC2)cc1NC1=NC2CS(=O)(=O)CC2S1 (stereo unspecified)	0.3%	-0.8%	-10%	-5.5%	.	-1.9	76	2%	i	26	-17%[20 µM]
N#C/C(=N/Nc1ccc(OC(F)(F)F)cc1)C(N)=S	-0.2%	2.0%	-10%	7.9%	-12%	5.9	48	-7%	i	53	-51%
CCc1ccc(NC(=O)CSC2=C(C#N)C(c3ccco3)C3=C(CCCC3=O)N2)cc1 (stereo unspecified)	-0.2%	0.1%	26%	0.9%	-1%	-3.5	91	-2%	i	49	-24%
CCc1ccc(-n2c(=S)sc3c(=O)n(-c4ccccc4OC)c(=S)[nH]c32)cc1	0.1%	-0.1%	-6%	0.2%	-12%	2.0	48	-3%	i	5	-4%
O=C(NNC1=NCCCCC1)Nc1ccc(Cl)cc1	0.2%	0.3%	-3%	-1.5%	-13%	2.3	48	10%	i	57	13%
CSCCC(NC(=O)c1ccoc1C)C(=O)O (stereo unspecified)	-0.1%	0.0%	6%	2.8%	-14%	-0.2	63	9%	i	43	-5%
O=C(Nc1ccc(F)cc1F)c1cc(-c2ccco2)nc2ccccc12	-0.1%	?	2%	-0.4%	-2%	0.0	49	7%	i	30	4%
Cc1ccc(NC(=O)CNC2CCCCC2)cc1Cl	-0.2%	-0.5%	9%	1.4%	1%	0.3	82	7%	i	4	14%
COc1cccc(C2C=C(c3ccc(OC)cc3OC)Nc3nnnn32)c1 (stereo unspecified)	1.9%	-0.7%	-4%	5.7%	2%	-0.3	83	-9%	i	33	-2%
CCOC(=O)c1ccc(NC(=O)c2ccc3c(c2)C(=O)N(Cc2cccnc2)C3=O)cc1	0.0%	0.2%	-4%	-2.0%	2%	2.6	63	-17%	i	13	-14%
COc1ccc(NC(=O)N2CCN(c3cccc(C(F)(F)F)c3)CC2)cc1	0.2%	-1.3%	6%	-4.8%	-2%	-1.3	87	12%	i	5	13%
Cc1cc2cc(CNC(=O)c3cccc([N+](=O)[O-])c3)ccc2n1C	-0.2%	0.0%	11%	-2.4%	-14%	-1.8	66	6%	i	20	-11%
Cc1ccc(N2CC(C(=O)NCCN3CCOCC3)CC2=O)cc1C (stereo unspecified)	0.0%	-0.3%	24%	-1.4%	3%	-0.1	51	-1%	i	8	-6%
CCOc1ccc(OCC)c2sc(C)nc12	-0.1%	1.3%	4%	2.2%	4%	-0.3	83	-8%	i	21	-34%
CCCCN1CN(S(=O)(=O)c2ccc(OC)cc2)c2nc3ccccc3nc21	-0.1%	-0.1%	-3%	6.2%	0%	2.5	67	8%	i	7	-9%
O=C(COC(=O)c1ccc(Cl)s1)c1ccc[nH]1	0.2%	-0.1%	-2%	-0.2%	-1%	-0.2	63	1%	i	36	-10%
CC1Oc2ccccc2C=C1/C=C1/SC(N2CCOCC2)=NC1=O (stereo unspecified)	-0.1%	-0.5%	4%	-2.7%	-5%	-1.1	41	5%	i	33	9%
